# S100A4 MyoIIA: S100A4-myosin IIA interaction inhibition. 360,000 compounds, 0.14% hits. inhibition, % at 10.7 µM. P26447. S100A4/TAMRA-MyoIIA peptide fluorescence polarization;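 active = mean inhibition of at least 70% across replicates, with every replicate also reaching that level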
# Target sequence (P26447 whole entry, looked up): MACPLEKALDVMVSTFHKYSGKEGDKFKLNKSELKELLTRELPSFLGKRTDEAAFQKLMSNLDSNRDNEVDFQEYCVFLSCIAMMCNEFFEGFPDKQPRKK
#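 Compound dosing: one dose per compound; test system: human S100A4 monomer with TAMRA-labelled myosin IIA peptide; probe or stimulus: TAMRA-labelled myosin IIA heavy-chain peptide probe, 5 nM; medium: HEPES buffer with Ca2+, pH 7.2; schedule: 5 min incubation before reading; benchmarks: neutral control DMSO, positive control TFP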
# FN deposition inh: fibronectin deposition inhibition; AH1F fibroblasts, Alexa488-fibronectin deposition fluorescence, overnight; inhibition, % at 12.6 µM; 350,000 compounds, 0.086% hits; AID 743247;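 active = mean inhibition across replicates of 30% or more, regardless of how many single replicates reach that level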;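 note: positive control wells lacked labelled fibronectin entirely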
#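 Measured by – fluorescence 485/525 nm · System – AH1F fibroblast monolayer, labelled fibronectin deposition · Amount – 10000 cells per well · Buffer or medium – serum-reduced DMEM (2% serum) · Doses – single dose, pinned · Also added – fluorescent fibronectin at 24 nM final · Schedule – 1 h cell attachment, overnight exposure to compound and label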
# LGR2 antag: inhibitors of bursicon-induced Drosophila LGR2 receptor cAMP signaling; HEK293 LGR2, CRE-luciferase, bursicon-stimulated, 4 h; inhibition, % at 9.99 µM; 380,000 compounds, 0.35% hits;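 active = drop in luminescence signal, shown as inhibition above about 50% in the replicate tests, limit read from the data, passing the limit was not always enough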;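 note: agonist challenge used bursicon conditioned medium at about half maximal strength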
# CASP6 VEID inh: caspase-6 (human) enzyme inhibition | P55212 | purified caspase-6, Z-VEID-R110 cleavage fluorescence | inhibition, % at 12.5 µM | 350,000 compounds, 0.53% hits;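 active = mean inhibition across replicates at least about 35%, with every replicate also reaching that limit, limit read from the data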;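 note: 0% = median of neutral control wells and 100% = no fluorescence left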
# Target sequence (P55212 24-179 limits assumed): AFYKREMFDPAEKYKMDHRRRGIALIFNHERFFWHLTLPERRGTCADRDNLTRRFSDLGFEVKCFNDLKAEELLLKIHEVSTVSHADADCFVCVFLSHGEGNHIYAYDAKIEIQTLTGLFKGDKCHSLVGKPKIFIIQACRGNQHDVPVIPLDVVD
# Target sequence (P55212 194-293 limits assumed): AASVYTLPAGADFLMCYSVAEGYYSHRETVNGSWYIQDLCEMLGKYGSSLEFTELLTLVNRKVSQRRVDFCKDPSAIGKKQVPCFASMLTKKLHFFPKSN
# SIRT5 inh: blocks human SIRT5 desuccinylation of peptide | Q9NXA8 | Purified SirT5, succinyl-peptide AMC, trypsin-coupled fluorescence | inhibition, % at 15 µM | 330,000 compounds, 1.1% hits | AID 652115; in the data active = inhibition above about 15%
# Target sequence (Q9NXA8 whole entry, looked up): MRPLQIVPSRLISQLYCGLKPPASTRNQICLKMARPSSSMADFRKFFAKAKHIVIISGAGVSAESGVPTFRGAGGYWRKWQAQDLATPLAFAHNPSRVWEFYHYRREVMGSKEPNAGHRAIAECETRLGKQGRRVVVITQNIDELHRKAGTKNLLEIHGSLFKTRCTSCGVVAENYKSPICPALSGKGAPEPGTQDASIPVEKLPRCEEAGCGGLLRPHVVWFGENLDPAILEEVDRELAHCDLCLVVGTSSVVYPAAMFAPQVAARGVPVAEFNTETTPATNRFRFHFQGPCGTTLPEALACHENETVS
# Statin myotox sup: protects C2C12 myotubes from simvastatin toxicity. rescue of ATP level, % at 7.49 µM. 330,000 compounds, 0.78% hits. ATP luminescence, 48 h; scaled: DMSO 0, geranylgeraniol control 100;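 active = mean ATP rescue above about 67%, or every replicate alone reaching that limit, limit read from the data, passing the limit was not always enough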;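 note: myotubes were challenged with 10 µM simvastatin during compound exposure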
# esBAF inh: inhibitors of esBAF chromatin remodeling in mouse ES cells; Bmi1-luciferase knock-in reporter, 24 h; 100% = twice the neutral-well signal; 350,000 compounds, 2% hits; reporter increase, % at 12.5 µM; in the data active = activation above about 40%;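 note: 0% = median of the plate's neutral control wells and 100% = double that signal; a rise in the Bmi1 reporter signal indicates esBAF inhibition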
# Starred values were filed as active, the others as inactive; x = no result given. Not all compounds are listed (hit frequency here may not be typical).
SMILES,S100A4 MyoIIA,FN deposition inh,LGR2 antag,CASP6 VEID inh,SIRT5 inh,Statin myotox sup,esBAF inh
CC(C)=CC(=O)N1CCC(N2CCC(C(=O)N3CCOCC3)CC2)CC1,-5,-8,6,-2,1,10,-10
O=C(C[C@H]1CC[C@@H]2[C@H](COC[C@H](O)CN2C(=O)Nc2ccc(F)cc2)O1)NCCCN1CCOCC1,-2,-8,6,-1,2,-7,4
CN(CCc1ccccc1)C(=O)c1cccc(NC(=O)Cc2cccc(NC(=O)C3CCN(C(=O)C4CCC4)CC3)c2)c1,19,1,-7,5,-4,10,3
COC(=O)[C@]12CCCCC=C1N(Cc1cccc3ccccc13)C(=O)[C@H](CC(=O)NCc1ccc(C)o1)C2,4,-17,26,-4,-5,x,x
CCCCCc1nnc(NC(=O)c2ccc(N3CCCC3=O)cc2)s1,0,11,0,1,-3,x,x
O=C(Oc1cccc(N2C(=O)CCC2=O)c1)C1CC(=O)N(c2ccc(F)cc2)C1 (configuration not stated),-4,x,-4,5,-1,24,1
OCC(O)/C=N/Nc1nc2ccccc2s1 (configuration not stated),-2,-1,19,-1,-3,x,x
CCCOC(=O)CN1C(=O)c2ccc(C(=O)OCCC)cc2C1=O,-1,x,5,2,0,8,-3
CCN(CC)c1ccc2nc3c4ccccc4c(=O)cc-3oc2c1,-14,1,-35,10,-4,x,x
OCC[C@@H]1C[C@H](O)[C@@H](O)[C@]2(CCc3ccccc3O2)O1,-3,0,-3,x,x,5,-4
O=C(Nc1ncn[nH]1)c1ccc(Cl)cc1Cl,3,5,4,2,-3,x,x
COc1ccccc1NC(=O)CCNC(=O)C1CCN(S(=O)(=O)c2ccccc2)CC1,-12,7,-5,1,-3,-2,-3
COc1ccc(S(=O)(=O)Nc2ccc3c(c2)C(=O)N([C@@H](C)CO)C[C@@H](C)[C@H](CN(C)S(=O)(=O)c2c(C)noc2C)OCCCC[C@@H](C)O3)cc1,-1,1,-5,-1,3,x,9
N#C[C@H]1[C@H](c2ccccc2-c2cccc(F)c2)[C@@H](CO)N1C(=O)NC1CCCC1,-3,4,19,-1,-1,x,x
Cc1cc(C)c2nc(N3C(=O)C(O)=C(C(=O)c4ccco4)C3c3ccc(O)cc3)sc2c1 (configuration not stated),6,6,5,34,17*,1,11
CCc1ccc(NC(=O)CCC(=O)Nc2nnc(C(C)C)s2)cc1,0,3,16,2,-26,6,6
CN1c2ccc(C#Cc3cccnc3)cc2[C@@H]2[C@@H](CCN2C(=O)c2cccc(F)c2)[C@@H]1CO,x,-3,11,x,x,-10,7
CCc1ccc(NC(=O)[C@H](Cc2ccccc2)NC(=O)C2CCN(C(=O)[C@@H](N)CC(C)C)CC2)cc1,7,x,x,-4,2,-20,11
NC1=NC[C@H](Cc2ccc(O)cc2)N1CCc1cccc(F)c1,-5,0,8,11,0,12,-5
COc1ccc(C2C(C(=O)O)c3ccccc3C(=O)N2C)cc1Br (configuration not stated),x,-3,x,x,x,-25,-6
Cc1ccc(NC2CC(=O)N(c3ccc(N4CCCCC4)cc3)C2=O)cc1 (configuration not stated),-1,x,x,6,0,2,6
COc1ccc(CCN2C(=O)N[C@@H](C(C)C)C2=O)cc1,0,0,-7,2,-1,-9,0
O=C1CC[C@@H]2CC3(C[C@@H]4CCN1[C@H]24)Nc1cc([N+](=O)[O-])ccc1NC3=NC1CCCCC1 (some centres not stated),-2,-16,0,2,3,9,-1
CC(=O)c1c(C)[nH]c(C(=O)CSc2ccc(F)cc2)c1C,9,5,-45,-2,-2,x,x
O=C(Nc1ccc(C2=CN(Cc3ccccc3)CCC2=O)cc1)OCc1ccccc1,-4,2,5,2,x,-9,7
CS(=O)(=O)CCC(C(=O)O)N1C(=O)c2ccc(Oc3ccc(Cl)cc3)cc2C1=O (configuration not stated),6,-8,-4,1,-6,9,-3
Cc1ccccc1NC(=O)CCCC(=O)c1ccccc1,0,1,-9,-1,-1,-2,-8
COC(=O)c1cn(NC(=O)C2CCCCC2)c(=O)c2ccccc12,x,-3,x,x,x,8,-2
COc1ccc2[nH]c(C)c(CCNC(=S)Nc3cccc(C)c3)c2c1,4,-7,0,0,5,-10,0
CCCCn1c(N)c(N(CCOC)C(=O)CCS(=O)(=O)c2ccc(C)cc2)c(=O)[nH]c1=O,-1,-3,-14,-1,-1,-1,6
COC(=O)C(Cc1ccccc1)NC(=O)CNC(=O)c1ccc(Br)cc1 (configuration not stated),-4,-4,-17,0,-8,16,-3
COc1ccc(Cn2c(=O)sc3ccccc32)cc1,x,4,x,x,x,5,-4
C[C@@H]1CN([C@H](C)CO)C(=O)c2cc(NC(=O)Cc3ccccc3)ccc2O[C@@H](C)CCCCO[C@H]1CN(C)S(=O)(=O)c1ccc(F)cc1,x,-2,-16,x,x,53,6
CC(=O)Nc1ccc(C(=O)OCC(=O)NC2CCCCCC2)cc1,-6,-26,7,-3,x,9,-6
CCOC(=O)c1c(NC(=O)COc2ccccc2)sc2c1CC(C)(C)NC2(C)C,0,-2,19,7,0,x,x
C/C(=N\Nc1ccc(Cl)c(C(=O)O)c1)c1cccs1,-3,1,-21,4,5,x,x
Cn1cnc(CCNC(=O)C[C@@H]2CC[C@@H]3[C@H](COC[C@@H](O)CN3C(=O)C3CC3)O2)c1,15,-7,27,1,-2,7,-1
O=C(O)Cn1ccc2ccccc21,-18,1,8,1,0,6,-4
CC(C)NC(=O)N[C@H]1C=C[C@H](CC(=O)NCCCN(C)C)O[C@H]1CO,5,-5,7,-1,-2,-3,0
O=C(NCc1ccccc1)C(c1ccco1)N1CCN(CCN2CCOCC2)CC1 (configuration not stated),-5,-2,7,-11,0,x,x
COc1ccc(C2(CNC(=O)c3cccc([N+](=O)[O-])c3)CCCCC2)cc1OC,-2,-3,x,2,-2,x,x
C[C@H]1CN([C@@H](C)CO)C(=O)Cc2cc(NC(=O)Nc3ccc(F)cc3)ccc2O[C@@H]1CN(C)Cc1ccc(C(F)(F)F)cc1,-6,-8,8,0,3,54,2
O=C(C[C@H]1C[C@H]2c3cc(NC(=O)Cc4ccncc4)ccc3O[C@H]2[C@@H](CO)O1)NCc1cc(F)ccc1F,-2,x,5,3,2,3,2
O=C(Nc1ccccc1)N[C@@H]1CC[C@H](CCNC(=O)c2ccccc2F)O[C@H]1CO,9,x,-12,-2,3,5,6
COc1ccc(-c2cnc3c(c2)C(=O)N([C@@H](C)CO)C[C@@H](C)[C@H](CN(C)Cc2ccc(C(=O)O)cc2)O3)cc1,-9,x,-17,1,-4,-22,-2
CC(C)(C)OC(=O)[C@H](CCCCN)NC(=O)c1nc[nH]c1C(=O)N[C@@H](CCCCN)C(=O)OC(C)(C)C,-1,-1,x,-1,-7,-12,9
CN(C)CCn1c2c(c(SCC(=O)Nc3cccc4ccccc34)nc1=O)CCCC2,-2,3,-6,2,0,x,x
CC1CCCC(C(=O)O)N1C(=O)CCS (configuration not stated),x,1,x,x,x,-6,-6
COc1nc(OCCNC(C)=O)nc(N(C)C)n1,x,6,-3,x,x,3,1
O=c1ccnc(SCCc2ccc([N+](=O)[O-])cc2)[nH]1,-2,8,1,0,x,x,x
O=C(COC(=O)COc1ccccc1)Nc1ccc(Br)cc1F,0,-4,-7,0,-4,-1,-4
CCCCCc1cc(=O)oc2c(C(CCN(CC)CC)c3ccc(OC)cc3)c(OC)cc(OC)c12 (configuration not stated),-5,-6,x,12,x,-40,2
CCC1CCCCN1C(=O)COc1cc(=O)n(C)c2ccccc12 (configuration not stated),-8,2,19,0,x,6,2
O=C([C@H]1[C@H](CO)[C@H]2Cn3c(ccc(C4=CCCC4)c3=O)[C@@H]1N2Cc1nccs1)N1CCCCC1,-2,x,3,1,-19,-8,0
CC1CCCC(NC(=O)/C=C/c2c(F)cccc2Cl)C1C (configuration not stated),0,-7,-53,4,3,-11,30
COc1cc2c(cc1NC(=O)c1cc(-c3ccccn3)nc3ccccc13)oc1ccccc12,1,-1,4,-1,0,5,4
Cc1ccc(S(=O)(=O)Nc2ccc3c(c2)CC(=O)N([C@H](C)CO)C[C@@H](C)[C@@H](CN(C)S(=O)(=O)c2ccc(F)cc2)O3)cc1,x,x,7,x,x,-14,-7
CN(C)CCCNC(=O)C[C@H]1C[C@H](C(=O)N2CCCCC2)[C@@]2(CCc3ccccc3)c3[nH]c4cc(CCC(=O)N(C)C)ccc4c3CCN2C1=O,-8,-11,18,-25,-7,5,1
COc1ccccc1NC(=S)N1CCC(c2nc3cc(C)c(C)cc3[nH]2)CC1,-3,x,12,-1,-5,-4,9
CN(C)C(=O)C[C@@H]1CC[C@@H](NC(=O)c2ccc(F)cc2)[C@@H](CO)O1,41,19,0,2,-2,1,0

# Complete entries as entered above. Order of values: S100A4 MyoIIA, FN deposition inh, LGR2 antag, CASP6 VEID inh, SIRT5 inh, Statin myotox sup, esBAF inh
# COc1ccccc1NC(=S)N1CCC(c2nc3cc(C)c(C)cc3[nH]2)CC1 is listed with -3, x, 12, -1, -5, -4, 9
# COc1ccc(C2(CNC(=O)c3cccc([N+](=O)[O-])c3)CCCCC2)cc1OC is listed with -2, -3, x, 2, -2, x, x
# COc1cc2c(cc1NC(=O)c1cc(-c3ccccn3)nc3ccccc13)oc1ccccc12 is listed with 1, -1, 4, -1, 0, 5, 4
# CCCCCc1cc(=O)oc2c(C(CCN(CC)CC)c3ccc(OC)cc3)c(OC)cc(OC)c12 (configuration not stated) is listed with -5, -6, x, 12, x, -40, 2
# O=C(Nc1ccccc1)N[C@@H]1CC[C@H](CCNC(=O)c2ccccc2F)O[C@H]1CO is listed with 9, x, -12, -2, 3, 5, 6

# A draw from above in order of number of heavy atoms, ascending.
SMILES,S100A4 MyoIIA,FN deposition inh,LGR2 antag,CASP6 VEID inh,SIRT5 inh,Statin myotox sup,esBAF inh
COc1nc(OCCNC(C)=O)nc(N(C)C)n1,x,6,-3,x,x,3,1
COc1ccc(-c2cnc3c(c2)C(=O)N([C@@H](C)CO)C[C@@H](C)[C@H](CN(C)Cc2ccc(C(=O)O)cc2)O3)cc1,-9,x,-17,1,-4,-22,-2
CN(C)CCCNC(=O)C[C@H]1C[C@H](C(=O)N2CCCCC2)[C@@]2(CCc3ccccc3)c3[nH]c4cc(CCC(=O)N(C)C)ccc4c3CCN2C1=O,-8,-11,18,-25,-7,5,1

# Next section:
SMILES,S100A4 MyoIIA,FN deposition inh,LGR2 antag,CASP6 VEID inh,SIRT5 inh,Statin myotox sup,esBAF inh
CO[C@H]1CN(C)C(=O)c2cc(NS(=O)(=O)c3cn(C)cn3)ccc2OC[C@H](C)N(CC2CC2)C[C@@H]1C,-1,-7,2,-1,-1,-4,-3
CCc1c(C(C)S(=O)(=O)c2ccc(C)cc2)[nH]c(=O)n1-c1ccc(C)cc1 (configuration not stated),x,6,x,x,x,11,-3
CC(=O)C1=C(O)C(=O)N(c2cccc(Br)c2)C1c1ccc(Br)cc1 (configuration not stated),-5,-3,-12,8,7,33,-2
Cc1ccc(S(=O)(=O)Nc2cc3c(cc2N2CCOCC2)n(C)c(=O)c(=O)n3C)cc1,0,10,-14,3,1,1,-2
COCCNC(=O)CCCn1c(=O)c2ccccc2n(Cc2ccccc2C#N)c1=O,-6,1,-6,-1,-2,7,-8
Cc1ccc(S(=O)(=O)N(C)C)cc1NC(=O)C(C)N(C)CCOc1ccc(Cl)cc1 (configuration not stated),-1,0,10,3,1,-7,0
CCOc1ccc(N2C(=O)/C(=C\c3ccc(O)c(OC)c3)S(=O)(=O)C2c2cccc([N+](=O)[O-])c2)cc1 (configuration not stated),0,8,26,-3,-1,25,-6
O=C(CSc1nc2ccccc2c(=O)[nH]1)Nc1ccccc1O,1,5,-22,3,8,-5,0
COc1cc(C2c3c(-c4cc(C)cc(C)c4O)n[nH]c3C(=O)N2CCCO)cc(OC)c1OC (configuration not stated),x,1,x,x,x,15,6
COc1cccc(CN(C)C(=O)c2cccc(OCc3ccccc3)c2)c1,-4,-2,4,3,0,-7,2
Cc1cc(=O)oc2c(C)c(OCC(=O)N3CC[C@@]4(O)CCCC[C@H]4C3)ccc12,-3,x,-1,-1,5,-5,-1
